HDAC3 inhib – blocks human histone deacetylase 3; O15379; recombinant HDAC3, fluorogenic peptide/trypsin coupled, fluorescence; inhibition, % at 8.3 µM; 0.15% of 320,000 active; AID 2718; in the data active = inhibition above about 26%, passing the limit was not always enough; inconclusive = no clear call, values can overlap the other calls
TMEM16A act – activators or potentiators of mouse TMEM16A chloride channel; Q8BHY3; HEK293 TMEM16A/YFP-H148Q/I152L, iodide quench fluorescence; active compounds read low; 0.3% of 340,000 active; B-score at 10 µM;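 active = fluorescence-ratio B-score plate-corrected deviation score at least 3 library SD below zero, with starting fluorescence score within 5 deviations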;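 note: channel opened by trigger with iodide after compound preincubation; score built on the fluorescence ratio of max minus min over baseline; more negative score means more quench and so TMEM16A activation or potentiation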
KCNQ1 block – blocks the human KCNQ1 potassium channel. P51787. CHO-K1 KCNQ1, FluxOR thallium flux fluorescence; active compounds read high. B-score at 10 µM. 1.3% of 310,000 active. AID 2642;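 active = compounds whose thallium flux B-score, printed positive for inhibition, exceeds three library SD while starting fluorescence stays within three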;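 note: channel opened by potassium depolarization with thallium stimulus after 20 min compound exposure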
SKKanGAS inh – inhibitors of SKKanGAS S. pyogenes growth in kanamycin (SK-promoter or general growth effect) | BacTiter-Glo, 6 h | inhibition, % at 7.5 µM | 1.3% of 300,000 active | AID 1662;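 active = mean replicate score, as percent of positive control median, at least 50; inconclusive = mean below 50 but one replicate at or above 50; inactive = mean and every replicate below 50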;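 note: strain carries kanamycin resistance gene driven by streptokinase promoter and grows in 40 µg/ml kanamycin; loss of luminescence reflects streptokinase promoter inhibition or plain growth inhibition; 0% = median of DMSO wells and 100% = positive control at its reference dose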
hERG rescue – hERG (human) protection from proarrhythmic block | activation (rescue from dofetilide block), less the hit threshold, % at 10 µM | Q12809 | CHO-hERG, FluxOR thallium flux, dofetilide IC70 present | 0.51% of 310,000 active;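 active = activation above the mean of controls blocked by dofetilide plus 5 SD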;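 note: thallium influx through hERG after potassium depolarization seen as dye fluorescence rise; in these data hits start at about 4.7%; inactives centre near -7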
Target sequence (Q12809 whole entry, looked up): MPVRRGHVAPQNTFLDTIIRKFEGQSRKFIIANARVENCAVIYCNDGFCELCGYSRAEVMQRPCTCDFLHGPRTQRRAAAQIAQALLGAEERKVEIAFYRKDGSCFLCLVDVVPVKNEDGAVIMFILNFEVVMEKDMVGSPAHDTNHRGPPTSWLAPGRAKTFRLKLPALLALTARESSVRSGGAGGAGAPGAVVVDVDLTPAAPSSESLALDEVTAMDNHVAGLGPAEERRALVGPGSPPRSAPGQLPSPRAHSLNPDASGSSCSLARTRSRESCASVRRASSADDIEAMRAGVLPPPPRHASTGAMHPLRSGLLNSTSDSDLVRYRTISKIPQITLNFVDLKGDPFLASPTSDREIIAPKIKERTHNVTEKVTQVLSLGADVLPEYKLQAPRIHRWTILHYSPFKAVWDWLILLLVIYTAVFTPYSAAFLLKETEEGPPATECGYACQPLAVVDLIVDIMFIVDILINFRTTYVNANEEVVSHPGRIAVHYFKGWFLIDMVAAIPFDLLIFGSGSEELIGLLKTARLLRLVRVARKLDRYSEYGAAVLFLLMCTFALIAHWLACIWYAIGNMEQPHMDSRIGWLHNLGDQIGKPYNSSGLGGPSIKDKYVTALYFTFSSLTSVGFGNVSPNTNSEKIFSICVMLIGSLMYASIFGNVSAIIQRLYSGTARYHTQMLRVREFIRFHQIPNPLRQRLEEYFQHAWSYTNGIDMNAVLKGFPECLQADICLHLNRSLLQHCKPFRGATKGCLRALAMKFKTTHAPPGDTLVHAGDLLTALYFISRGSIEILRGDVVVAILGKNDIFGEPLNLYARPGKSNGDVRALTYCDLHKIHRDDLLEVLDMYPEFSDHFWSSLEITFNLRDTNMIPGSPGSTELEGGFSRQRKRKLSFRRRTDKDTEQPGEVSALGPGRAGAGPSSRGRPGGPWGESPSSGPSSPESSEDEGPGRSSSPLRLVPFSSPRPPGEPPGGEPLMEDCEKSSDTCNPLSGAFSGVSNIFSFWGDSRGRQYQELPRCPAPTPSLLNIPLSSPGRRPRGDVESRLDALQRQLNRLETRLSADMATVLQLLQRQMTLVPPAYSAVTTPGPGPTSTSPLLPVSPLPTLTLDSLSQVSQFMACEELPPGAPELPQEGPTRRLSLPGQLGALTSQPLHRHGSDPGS
RGS4 act – RGS4 potentiation or activation; B-score at 10 µM; AID 463111; 0.92% of 310,000 active; HEK293 M3R/inducible RGS4, carbachol calcium flux Fluo4; active compounds read low;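 active = B-score of the integrated calcium signal more than 4 SD below the library mean, with starting fluorescence not abnormally high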;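 note: negative B-score means reduced calcium response which marks RGS4 activation or potentiation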
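test system = HEK293 cells with stable M3R and inducible RGS4 | schedule = recording 10 s baseline at 1 Hz, 100 s post-agonist | technique = Fluo4-AM (2 µM) calcium-flux fluorescence, kinetic read | measure = Agonist-evoked peak-minus-minimum fluorescence over baseline, integrated ratio, B score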
KCNQ1 pot – potentiators or activators of human KCNQ1 potassium channel; P51787; CHO-K1 KCNQ1, thallium flux FluxOR fluorescence; active compounds read high; B-score at 10 µM; 0.35% of 310,000 active; AID 2648;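 active = fluorescence ratio B-score, a plate-corrected score, at least three library SD, with initial intensity B-score within 5 SD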
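Test system: CHO-K1 cells stably expressing KCNQ1 / Medium: assay buffer / Also added: depolarizing K+/Tl+ stimulus, K2SO4 and Tl2SO4 each 12.5 mM in 5x stock / Incubation: 90 min dye loading and 20 min compound exposure, both at room temperature / Signal: thallium influx via FluxOR fluorescence, kinetic imaging / Evaluation: B score of baseline-normalized fluorescence ratio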
TMEM16A inh – mouse TMEM16A channel inhibition, primary screen; AID 588511; normalized B-score (activity score, 25-100; higher = stronger inhibition) at 10 µM; HEK293 TMEM16A/YFP iodide influx fluorescence, ionomycin; Q8BHY3; 1.2% of 310,000 active;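 active = ratio plate-corrected score three or more library SD toward inhibition, starting fluorescence score within five deviations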;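 note: score derived from kinetic fluorescence span divided by baseline fluorescence per well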
KCNK3 inh – human KCNK3 channel inhibition, primary screen. AID 602410. B-score at 10 µM. CHO-KCNK3 thallium flux, FluxOR fluorescence; active compounds read low. 0.84% of 340,000 active. O14649;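 active = B-score under library mean minus 4 SD, starting fluorescence ratio at most library mean plus 5 SD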;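 note: more negative B-score means stronger inhibition of thallium flux through KCNK3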
KCNK9 inh – blocks the human KCNK9 two-pore domain potassium channel; Q9NPC2; HEK293 KCNK9, FluxOR thallium flux fluorescence; active compounds read low; B-score at 10 µM; 1.2% of 310,000 active;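 active = ratio B-score over 3 SD below the library mean, with starting fluorescence within 5 SD of its mean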;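 note: negative B-score means less thallium flux so channel inhibition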
RGS4 inh – inhibitors of human RGS4; AID 463165; 0.45% of 310,000 active; B-score at 10 µM; P49798; HEK293 M3R/RGS4 inducible, Fluo-4 calcium flux; active compounds read high; triggered by carbachol at its EC20;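 active = B-score, a plate-corrected calcium signal, over three deviations above library mean, with baseline fluorescence within five deviations of library mean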;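 note: RGS4 expression induced by doxycycline in cells with stable M3 receptor; B-score is computed from the integrated fluorescence ratio over baseline after carbachol; higher B-score means a larger calcium signal and so more RGS4 inhibition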
* hit, by the source's call; i = inactive; ? = inconclusive; . = no result given. Rows were taken by chance (roughly 6.3% active in at least one column).

The opening ten compounds, to show the layout:
SMILES	HDAC3 inhib	TMEM16A act	KCNQ1 block	SKKanGAS inh	hERG rescue	RGS4 act	KCNQ1 pot	TMEM16A inh	KCNK3 inh	KCNK9 inh	RGS4 inh
CC(C)C(OC(=O)c1ccco1)C(=O)NCc1ccc2c(c1)OCO2 (stereo not drawn)	6	i	i	-1	-2	i	i	i	i	i	i
O=C(NCC(c1ccco1)N1CCc2ccccc21)c1ccc([N+](=O)[O-])cc1 (stereo not drawn)	3	i	i	2	-7	i	i	i	i	i	i
CCOC(=O)N1CCN(C(=O)CN(c2cc(Cl)ccc2OC)S(=O)(=O)c2ccccc2)CC1	0	i	i	-2	-21	i	i	i	i	i	i
COc1ccc(CN2CCN(C(=O)c3cccc(OC)c3OC)CC2)cc1OC	0	i	i	2	-14	i	i	i	i	i	i
Cc1ccc(SCC(=O)Nc2cccc(-c3nnc(-c4ccco4)o3)c2)cc1	5	i	i	12	-10	i	i	i	i	i	i
Brc1cc2c(cc1/C=N/Nc1nc(N3CCCC3)nc(N3CCOCC3)n1)OCO2	6	i	i	3	-12	i	i	i	i	i	i
O=C(Cn1ncc2c1-c1ccccc1OC2)Nc1ccc(Cl)cn1	.	i	i	-12	-10	i	i	i	i	i	i
CC(C)NC(=O)Cn1cc(C(=O)COc2ccccc2)c2ccccc21	-7	i	i	-4	-20	i	i	i	i	i	i
Cc1cccc(Nc2c([N+](=O)[O-])c(=O)oc3ccccc23)c1	4	i	i	-8	-1	i	i	i	i	i	i
CCC(=O)N1CCc2cc(S(=O)(=O)CCC(=O)N3CCN(c4ccccc4)CC3)ccc21	-3	i	i	-1	-3	i	i	i	i	i	i

All compounds of this part (from the top)
SMILES	HDAC3 inhib	TMEM16A act	KCNQ1 block	SKKanGAS inh	hERG rescue	RGS4 act	KCNQ1 pot	TMEM16A inh	KCNK3 inh	KCNK9 inh	RGS4 inh
CC(C)C(OC(=O)c1ccco1)C(=O)NCc1ccc2c(c1)OCO2 (stereo not drawn)	6	i	i	-1	-2	i	i	i	i	i	i
O=C(NCC(c1ccco1)N1CCc2ccccc21)c1ccc([N+](=O)[O-])cc1 (stereo not drawn)	3	i	i	2	-7	i	i	i	i	i	i
CCOC(=O)N1CCN(C(=O)CN(c2cc(Cl)ccc2OC)S(=O)(=O)c2ccccc2)CC1	0	i	i	-2	-21	i	i	i	i	i	i
COc1ccc(CN2CCN(C(=O)c3cccc(OC)c3OC)CC2)cc1OC	0	i	i	2	-14	i	i	i	i	i	i
Cc1ccc(SCC(=O)Nc2cccc(-c3nnc(-c4ccco4)o3)c2)cc1	5	i	i	12	-10	i	i	i	i	i	i
Brc1cc2c(cc1/C=N/Nc1nc(N3CCCC3)nc(N3CCOCC3)n1)OCO2	6	i	i	3	-12	i	i	i	i	i	i
O=C(Cn1ncc2c1-c1ccccc1OC2)Nc1ccc(Cl)cn1	.	i	i	-12	-10	i	i	i	i	i	i
CC(C)NC(=O)Cn1cc(C(=O)COc2ccccc2)c2ccccc21	-7	i	i	-4	-20	i	i	i	i	i	i
Cc1cccc(Nc2c([N+](=O)[O-])c(=O)oc3ccccc23)c1	4	i	i	-8	-1	i	i	i	i	i	i
CCC(=O)N1CCc2cc(S(=O)(=O)CCC(=O)N3CCN(c4ccccc4)CC3)ccc21	-3	i	i	-1	-3	i	i	i	i	i	i
CC1CN(C(=O)c2ccc(COc3ccc(C(C)C)cc3)o2)CC(C)O1 (stereo not drawn)	2	i	i	.	-18	i	i	i	i	i	i
COc1ccccc1NS(=O)(=O)c1ccc(C(=O)OCC(=O)NCc2ccco2)cc1	-9	i	i	0	4	i	i	i	i	i	i
Cc1sc(NC(=O)CCCC(=O)O)c(C(N)=O)c1-c1ccccc1	?	i	i	2	-11	i	i	i	i	i	i
O=C(CNS(=O)(=O)c1cccc2nsnc12)NCc1ccc(Cl)cc1	-1	i	i	5	-13	i	i	i	i	i	i
NC(=O)c1c(Nc2nc3c(F)cccc3s2)sc2c1CCCC2	7	i	i	-4	-11	i	i	25*	i	i	i
O=S(=O)(NC1CCCC1)c1ccc(S(=O)(=O)N(Cc2cccs2)CC2CCCO2)cc1 (stereo not drawn)	3	i	i	-1	-7	i	i	i	i	i	i
Clc1ccc2nc(COc3ccccc3)[nH]c2c1	0	i	i	1	-12	i	i	i	i	i	i
CC1CC(C)CN(C(=O)c2cccc(S(=O)(=O)Nc3cc(C(F)(F)F)ccc3Cl)c2)C1 (stereo not drawn)	1	i	7*	11	-13	i	i	i	i	i	i
Cc1ccc2c(c1)c1n[nH]c(=S)nc1n2CCc1ccccc1	5	i	i	0	-1	i	i	i	i	i	i
N#C/C(=C\Nc1ccccc1SC(F)(F)F)c1nc(-c2ccc(Cl)cc2)cs1	-18	i	i	-5	-4	i	i	i	i	i	i
Cc1cc2ccccc2c(=O)n1CC(=O)N1CCN(c2cccc(Cl)c2)CC1	-4	i	i	2	-11	i	i	i	i	i	i
O=C(NC(=S)NCC1CCCO1)c1ccccc1 (stereo not drawn)	-1	i	i	-1	-8	i	i	i	i	i	i
CC(OC(=O)/C(C#N)=C/c1ccc(N(C)C)cc1)C(=O)N(C)Cc1ccccc1 (stereo not drawn)	1	-10*	i	6	-7	i	i	i	i	i	i
Cc1ccc(CNS(=O)(=O)c2ccccc2[N+](=O)[O-])cc1	-2	i	i	2	-12	i	i	i	i	i	i
C=CCn1c(NC(C)c2cc(Cl)ccc2O)nc2ccccc21 (stereo not drawn)	10	i	i	13	-6	i	i	i	-12*	-6.6*	i

Carrying on.
SMILES	HDAC3 inhib	TMEM16A act	KCNQ1 block	SKKanGAS inh	hERG rescue	RGS4 act	KCNQ1 pot	TMEM16A inh	KCNK3 inh	KCNK9 inh	RGS4 inh
Cc1nnc(SCC(=O)NNC(=O)c2ccco2)s1	5	i	i	-6	-6	i	i	i	i	i	i
CC(C)(Oc1ccc(Cl)cc1)C(=O)NCCN1C(=O)S/C(=C/c2cccnc2)C1=O	-4	i	i	0	-7	i	i	i	i	i	i
Cc1ccc(S(=O)(=O)N(CC(=O)N2CCCCCC2)c2ccccc2)cc1	3	i	i	1	-15	i	i	i	i	i	i
O=C(CC1C(=O)NCCN1Cc1ccc(-c2ccccc2)cc1)NCC1CC1 (stereo not drawn)	-3	i	i	0	-5	i	i	i	i	i	i
COc1cccc(C(=O)N(CN2CCCC2=O)c2cccc(Cl)c2)c1OC	4	i	i	-16	-16	i	i	i	i	i	i
CCc1cccc(OCCN2CCCC2)c1	9	i	i	-8	-6	i	i	i	i	i	i
Cc1ccc(C2(C)NC(=O)N(CC(=O)N(C)CC(=O)Nc3cccc4ccccc34)C2=O)cc1 (stereo not drawn)	4	i	i	2	-10	i	i	i	i	i	i
Cc1cc(C(=O)Nc2sc(C)c(C)c2C#N)no1	2	i	i	4	-10	i	i	i	i	i	i
CCN(CC)CCn1c2c(c(SCC(=O)Nc3cccc(C(C)=O)c3)nc1=O)CCCC2	.	i	i	9	-9	i	i	.	i	i	i
Cc1ccc(C(C[N+](=O)[O-])c2c(-c3ccccc3O)[nH][nH]c2=O)cc1 (stereo not drawn)	1	i	i	-15	-7	i	i	i	i	i	6.3*
COc1ccc(-n2c(C)cc(C(=O)CN3C(=O)NC4(CCCc5sccc54)C3=O)c2C)cc1 (stereo not drawn)	10	i	i	13	-11	i	i	i	i	i	i
COc1ccccc1N(CC(O)COc1ccccc1C)S(=O)(=O)c1ccccc1 (stereo not drawn)	18	i	i	0	-16	i	i	i	i	i	i
CCN(CC)C(=O)CCCOc1ccc(Cl)cc1Cl	-1	i	i	9	-15	i	i	i	i	i	i
NC(=O)c1ncc(C(F)(F)F)cc1Cl	-2	i	i	4	-3	i	i	i	i	i	i
CCN1C(=O)C(CC(=O)Nc2ccc(OC)cc2)N(CCc2ccccc2)C1=S (stereo not drawn)	4	i	i	.	-22	i	i	i	-8.8*	i	i
O=C(NC(Cc1c[nH]c2ccccc12)C(=O)NCCCN1CCOCC1)c1cccs1 (stereo not drawn)	-3	i	i	12	-12	i	i	i	i	i	i
COCCCNC(=O)/C(C#N)=C/c1c(N2CCN(c3cccc(Cl)c3)CC2)nc2c(C)cccn2c1=O	10	i	i	31	-3	i	i	i	i	i	i
O=P(O)(COc1ccccc1)COc1ccccc1	-3	i	i	2	-17	i	i	i	i	i	i
CC1(C)CC(=O)C(C(C#Cc2ccccc2)C2=C(O)CC(C)(C)CC2=O)=C(O)C1	-6	i	i	2	-23	i	i	i	i	i	8*
Cn1cc(C(=O)c2ccc(Cl)cc2Cl)cc1C=O	-1	i	i	-9	-14	i	i	i	i	i	i
CCN1CCN(Cc2ccc(NC(=O)c3ccc(C)c(NC(=O)c4csc(-c5ccncc5)n4)c3)cc2C(F)(F)F)CC1	-1	i	i	9	-10	i	i	i	i	i	i
Cc1cc(C(=O)COC(=O)c2ccc3c(c2)OCO3)c(C)n1Cc1cccs1	0	i	i	17	-5	i	i	i	i	i	i
COc1cccc(COC(=O)c2c(C)nn(-c3ccccc3)c2Cl)c1OC	3	i	7*	18	-9	i	i	i	i	i	i
O=C(CN(C(=O)c1csnn1)c1ccc(F)cc1)NCc1ccc(F)cc1	1	i	i	5	-24	i	i	i	i	i	i
Cc1cc(C)nc(SCc2ccc(F)cc2)n1	1	i	i	5	-13	i	i	i	i	i	i
Cc1ccc(C)c(Cn2nnc3c(=O)[nH]c(C4CCN(C(=O)c5cccs5)CC4)nc32)c1	2	i	i	32	-14	i	i	i	i	i	i
CC(C)OCCCNC(=S)Nc1ccc(S(N)(=O)=O)cc1	9	i	i	-3	-4	i	i	i	i	i	i
CCOc1ccc(N(CC)C(=O)COc2cc(=O)n(CC)c3ccccc23)cc1	0	i	i	-3	-11	i	i	i	i	i	i
COc1ccc(C2C(C(C)=O)=C(C)Nc3ncnn32)c(OC)c1OC (stereo not drawn)	.	i	i	-15	-2	i	i	i	i	i	i
CCCCc1nc2cc(C(=O)N3CCC(O)CC3)ccc2o1	.	i	i	-1	-10	i	i	.	i	i	i
